Bioassay records (PubChem BioAssay)
POLI inh: qHTS for Inhibitors of Polymerase Iota | 390,000 compounds, 1% hits | Pol iota fluorescent replication assay, 10 min | Potency, µM (titrated, usually from 115 µM), for inactives: at the highest dose activity, negative = inhibition, most hits filed as inhibitors; note: potency is the fitted concentration of half-maximal effect
Target sequence (Q9UNA4 whole entry, looked up): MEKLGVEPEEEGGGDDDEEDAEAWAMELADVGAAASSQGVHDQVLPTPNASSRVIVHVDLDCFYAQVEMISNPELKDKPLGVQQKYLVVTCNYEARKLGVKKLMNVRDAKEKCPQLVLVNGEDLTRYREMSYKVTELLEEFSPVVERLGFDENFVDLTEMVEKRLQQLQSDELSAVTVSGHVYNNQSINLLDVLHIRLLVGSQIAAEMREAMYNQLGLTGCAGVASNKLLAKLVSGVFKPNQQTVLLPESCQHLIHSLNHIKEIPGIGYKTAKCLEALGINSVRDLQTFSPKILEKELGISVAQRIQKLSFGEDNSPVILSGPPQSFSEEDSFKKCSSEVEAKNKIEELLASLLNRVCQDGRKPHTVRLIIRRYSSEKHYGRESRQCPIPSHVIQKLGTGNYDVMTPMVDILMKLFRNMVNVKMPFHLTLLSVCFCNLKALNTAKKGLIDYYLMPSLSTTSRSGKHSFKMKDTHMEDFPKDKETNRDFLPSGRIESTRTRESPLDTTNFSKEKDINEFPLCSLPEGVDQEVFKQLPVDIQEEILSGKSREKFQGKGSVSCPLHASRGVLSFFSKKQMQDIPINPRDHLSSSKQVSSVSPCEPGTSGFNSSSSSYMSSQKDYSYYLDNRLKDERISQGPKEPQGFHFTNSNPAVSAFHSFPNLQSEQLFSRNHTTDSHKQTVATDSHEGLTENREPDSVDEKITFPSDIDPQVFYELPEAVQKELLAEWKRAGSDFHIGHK
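Pol iota at 10 nM preincubated 15 min with compounds at room temperature; reaction started with fluorescent substrate, 50 nM final. Fluorescence read kinetically at 0 and 10 min; buffer-only wells as negative control.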
LDHA inh: qHTS assay for inhibitors of human lactate dehydrogenase. L-lactate dehydrogenase A chain (Homo sapiens), P00338. purified LDHA, NADH/diaphorase-resazurin fluorescence; stronger effect = lower value. activity change, % (values are at about 110 or 230 µM). 480,000 compounds, 0.15% hits. AID 1347041, 2019; in the data active = activity change below about -30%; inconclusive = mostly about -25% to -30%;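 note: plate controls were DMSO wells for no effect and wells without enzyme for full effect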
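Resorufin fluorescence (ex540/em590), read at 0 and 20 min after diaphorase/resazurin addition, reports the NADH left after a 5 min room-temperature reaction of 2 nM human LDH5 with 0.06 mM NADH and 0.2 mM pyruvate.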
BLM inh: qHTS Assay for Inhibitors of Bloom's syndrome helicase (BLM); recombinant BLM DNA unwinding, fluorescence dequenching; Potency, µM (doses to about 56.1 µM), inactives show at the highest dose activity change, negative = inhibition, actives largely listed as inhibitors; 350,000 compounds, 0.2% hits;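 note: potency is the fitted concentration of half-maximal effect; plate controls were vehicle for no effect and no enzyme for full effect; nearly all actives have a fitted effect of over 35% in size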
Pol beta inh: qHTS Assay for Inhibitors of DNA Polymerase Beta; P06746; Pol beta primer extension/strand displacement, fluorescence kinetic; Potency, µM (top dose mostly 114 µM), for the others: at the highest dose activity change, negative = inhibition, most hits filed as inhibitors; 340,000 compounds, 1.3% hits; AID 485314, 2010; note: potency is the fitted concentration of half-maximal effect; % is set by controls: 0 for no effect and ±100 for the full control effect
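Kinetic readout of DNA synthesis with strand displacement by Pol beta. Compound and 10 nM enzyme sit 15 min at room temperature; 50 nM substrate starts the reaction, read immediately and at 10 min.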
POLK inh: qHTS for Inhibitors of Polymerase Kappa; DNA polymerase kappa (Homo sapiens), Q9UBT6; purified Pol kappa, fluorescent DNA synthesis assay, 10 min; Potency, µM (highest dose often 107 µM), without a hit: at the highest dose activity, negative = inhibition, usual class: inhibitors; 400,000 compounds, 0.53% hits; AID 588579, 2011; note: potency is the fitted concentration of half-maximal effect; % is set by controls: 0 for no effect and ±100 for the full control effect
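10 nM Pol kappa was preincubated with compounds for 15 min at room temperature. Reaction started with 50 nM (final) substrate. Fluorescence read kinetically at 0 and 10 min.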
Pol eta inh: qHTS for Inhibitors of Polymerase Eta | Potency, µM (series often up to 114 µM), for the others: top-dose activity change, negative = inhibition, usual class: inhibitors | 390,000 compounds, 1.2% hits | recombinant Pol eta, fluorescent DNA replication assay; note: potency is the fitted concentration of half-maximal effect; % is set by controls: 0 for no effect and ±100 for the full control effect
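Pol eta (10 nM) was preincubated with compounds for 15 min at room temperature, after which fluorescent replication substrate (50 nM final) was added to start the reaction. Fluorescence was read kinetically at 0 and 10 min.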
GRP78 ERSR act: qHTS for Inducers of the Endoplasmic Reticulum Stress Response (ERSR) in Human Glioma: qHTS | U87-MG GRP78 promoter luciferase reporter, 16 h | Potency, µM, inactives show at the highest dose activation, usual class: activators | 420,000 compounds, 0.02% hits | AID 602332, 2012; note: potency is the fitted concentration of half-maximal effect; series mostly up to about 76 µM; % of control where 0% means no effect; nearly all actives have a fitted effect of over 35% in size
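ERSR induction read as luciferase luminescence (Bright-Glo, 10 min at room temperature) in stably transfected human U87-MG glioma cells exposed to compounds for 16 h, using GRP78 as sensor.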
APEX1 inh: qHTS Assay for Inhibitors of the Human Apurinic/apyrimidinic Endonuclease 1 (APE1). 350,000 compounds, 0.35% hits. recombinant APE1, TAMRA/BHQ-2 abasic DNA cleavage fluorescence. Potency, µM (highest dose often 65.8 µM), without a hit: at the top dose activity change, negative = inhibition, actives largely listed as inhibitors;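 note: potency is the fitted concentration of half-maximal effect; plate controls were vehicle for no effect and reference inhibitor for full effect; nearly all actives have a fitted effect of over 55% in size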
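APE1 at 0.75 nM preincubated 15 min at room temperature with compound. Reaction then started with 50 nM double-stranded THF-abasic substrate labelled with TAMRA/BHQ-2, and 525/598 nm fluorescence read kinetically. Activity taken as third-minus-first read difference, normalized to DMSO and NSC13755 controls.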
Apoferritin bind: qHTS Assay for Identification of Novel General Anesthetics. Ferritin light chain (Equus caballus), P02791. apoferritin/1-aminoanthracene competitive binding, fluorescence. Potency, µM (highest dose often 77.5 µM), for inactives: at the top dose activity change, negative = displacement, usual class: inhibitors. 350,000 compounds, 0.074% hits; note: potency is the fitted concentration of half-maximal effect; % is set by controls: 0 for no effect and ±100 for the full control effect; nearly all actives have a fitted effect of over 20% in size
Target sequence (P02791 2-175 limits assumed): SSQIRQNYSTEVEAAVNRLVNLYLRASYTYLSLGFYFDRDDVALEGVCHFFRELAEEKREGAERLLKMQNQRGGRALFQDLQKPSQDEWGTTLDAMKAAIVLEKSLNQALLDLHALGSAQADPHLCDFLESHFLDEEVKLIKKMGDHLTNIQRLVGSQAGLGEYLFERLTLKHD
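Horse-spleen apoferritin (10 uM) was mixed with 50% saturated 1-aminoanthracene in PBS, exposed to compounds for 10 min at room temperature, and read for fluorescence (ex 380 nm, em 535 nm). Competitive displacement was fitted with a four-parameter Hill equation.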
* marks the source's active call; other numbers are inactive results; ? = inconclusive; . = no result given; & = joins results of further samples; [ ] = dose if it differs, or a comment. Unless noted, calls come from the whole dose curve; as a rule, active = well fitted curve in the direction sought with a large enough effect; inconclusive = small, poorly fitted or top-dose-only effect, or another doubt; inactive = no such curve, though single readings can be large; an effect the other way counts as inactive or inconclusive.

Order of results – POLI inh | LDHA inh | BLM inh | Pol beta inh | POLK inh | Pol eta inh | GRP78 ERSR act | APEX1 inh | Apoferritin bind
- Cc1nc2ccc(C(=O)N3CCN(c4ccccc4)CC3)cc2s1
    11% | -2 | 0% | 7% | -1% | 4% | -4% | -4% | -5%
- CC(C)N1CC=C2C(C#N)=C(N)C(C#N)(C#N)[C@H](c3ccoc3)[C@H]2C1
    . | . | -1% | 33% | . | . | . | ? | 6%
- CCCn1nnnc1-c1cccc(Cl)c1
    0%[58.9 µM] | 5 | 0% | 14% | -2% | -10% | -1% | -2% | -21%
- CCOC(=O)c1ccccc1NC(=O)COC(=O)C1CC(=O)N(CCc2ccccc2)C1 (stereo not given)
    17% | 0 | . | . | -5% | -19% | -7% | 16% | .
- Cc1ccc(O)c(-c2cc(C(=O)Nc3ccc(S(=O)(=O)Nc4nccc(C)n4)cc3)[nH]n2)c1
    ? | 3 | -15% | -26% | -34% | ? | 2% | -11% | -11%
- CC1CCCC(NC(=O)C2CCN(S(=O)(=O)N3CCCCCC3)CC2)C1C (stereo not given)
    42%[activator] | -2 | -5% | 36% | 2% | -15% | -2% | 10% | -6%
- COc1ccc(CCN=C(N)Nc2nc(C)cc(C)n2)cc1
    9% | -3 | 34%[activator] | 0% | -6% | -3% | -6% | 8% | -13%
- COc1ccccc1CNS(=O)(=O)CCNC1CC1
    2% | 3 | . | . | -2% | -12% | -1% | . | .
- Cc1cccc(C(=O)Nc2ccc(N3CCC(CCN4CCOCC4)CC3)c(C(=O)O)c2)c1
    -9% | -4 | 2% | 15% | -5%[60.1 µM] | -24% | 0% | 48%[activator] | 8%
- Nc1cc(-c2ccc(Cl)cc2)nn1S(=O)(=O)c1ccccc1
    -15% | -3 | 2% | 53% | -5% | -9% | -4% | -5% | -7%
- CC(=O)c1cccc(NC(=O)CN(c2ccccc2)S(C)(=O)=O)c1
    -6% | -5 | -5% | 13% | -1% | -14% | -3% | ? | -6%
- Cc1nn(-c2ccccc2)c2[nH]c(=O)cc(C(F)(F)F)c12
    40%[activator] | 4 | -1% | 26% | -4% | -17% | -5% | -3% | -15%
- CCOC(=O)C1(C)C=C(Nc2ccc(Br)cc2)C(=O)N1c1ccccc1 (stereo not given)
    20% | -9 | -4% | 14% | 1% | -22% | -2% | . | 0%
- Cc1ccc(OC(=O)C2c3ccccc3Oc3ccccc32)cc1C
    3% | -3 | 0% | 1% | -9% | -16% | -4% | 6% | 33%[activator]
- O=C(NCc1ccccc1)C1=C[C@@H](c2ccc(Br)cc2)C[C@@H](OCCCCO)O1
    8% | 8 | -15% | -2% | 0% | -14% | -6% | -7% | -20%
- O=C(Cn1c(=O)c2cccn2c2ccccc21)Nc1ccc(F)cc1F
    11% | -3 | 0% | -13% | -16% | -1% | -4% | 43% | ?
- O=C(NCC(=O)N1CCCCC1)c1ccc(Br)o1
    19% | -7 | -9% | 39% | -11% | -19% | 3% | 11% | -8%
- O=C(CSC1=Nc2ccccc2C2CC=NN12)Nc1ccc(F)cc1Cl (stereo not given)
    84%[activator] | 0 | -2% | -17% | -7% | 0% | -1% | -3% | -21%
- Cc1cccc(NC(=S)NCc2cccn2C)c1
    21% | -1 | -4% | 3% | 0% | -6% | 0% | -7% | -15%
- O=C(CSc1nnnn1-c1ccc(O)cc1)Nc1ccc(N2CCOCC2)c(Cl)c1
    2% | -5 | -7% | 2% | -18% | -11% | -3% | 4% | ?
- C/C(=N\NC(=O)CCc1ccccc1)c1ccc(Br)cc1
    86%[activator] | -2 | -3% | 1% | -1% | -16% | -1% | -7% | -21%
- Cn1c(C(=O)N2CCC(C(=O)N3CCOCC3)CC2)cc2sccc21
    -10% | 0 | 2% | 7% | 4% | -11% | -4% | 10% | 13%
- CCOC(=O)c1cnn(-c2nc(-c3ccc(F)cc3)cs2)c1C(F)(F)F
    . | 1 | -11% | 21% | -7% | ? | -2% | -2% | -10%
- CCC(C(=O)OCC(=O)Nc1ccc(Cl)c(S(=O)(=O)N(C)C)c1)c1ccccc1 (stereo not given)
    -8% | 4 | -5% | -4% | -13% | ? | -7% | -7% | -7%
- O=C(O)c1nn(-c2ccc(Cl)cc2)ccc1=O
    1% | -7 | -1% | -1% | 2% | -4% | -2% | 2% | 7%
- CCN(CC)CCNC(=O)c1ccc(NC(=O)c2cc(-c3ccncc3)nc3ccccc23)cc1
    -5% | -2 | . | . | 16% | -15% | -5% | 11% | .
- O=C1CSC(=S)N1/N=C/c1cc(Br)c(O)c(Br)c1
    14µM* | -19 | -4% | 20µM* | 16µM* | 11µM* | -3% | -19% | -4%
- Cc1ccc(C(=O)Nn2cnnc2)cc1[N+](=O)[O-]
    -6% | -5 | . | . | -1% | -13% | -4% | . | .
- COc1ccccc1NC(=O)C(=O)NCC(c1ccco1)N1CCc2ccccc21 (stereo not given)
    6% | 1 | . | . | -13% | -6% | -3% | -4% | .
- CN1CCN(c2cc(-c3ccccc3)nc3cc(-c4ccc(F)cc4)nn23)CC1
    -9% | -1 | 5% | ? | -3% | -15% | -6% | 0% | -4%

Pulled by structure from the list above:
Order of results – POLI inh | LDHA inh | BLM inh | Pol beta inh | POLK inh | Pol eta inh | GRP78 ERSR act | APEX1 inh | Apoferritin bind
- CN1CCN(c2cc(-c3ccccc3)nc3cc(-c4ccc(F)cc4)nn23)CC1
    -9% | -1 | 5% | ? | -3% | -15% | -6% | 0% | -4%
- CCCn1nnnc1-c1cccc(Cl)c1
    0%[58.9 µM] | 5 | 0% | 14% | -2% | -10% | -1% | -2% | -21%

Additional entries follow:
Order of results – POLI inh | LDHA inh | BLM inh | Pol beta inh | POLK inh | Pol eta inh | GRP78 ERSR act | APEX1 inh | Apoferritin bind
- COc1ccc(CNS(=O)(=O)c2ccc3c(c2)C(C)(C)C(=O)N3C)cc1OC
    -11% | -2 | -1% | 25% | 0% | -2% | 0% | . | -10%
- Cc1cccc2c(=O)cc(C)n(CC(N)=O)c12
    3% | 0 | -4% | 2% | 8% | -15% | -5% | 2% | 12%
- CCN1CCc2c(sc(NC(=O)Cc3ccccc3)c2C(=O)OC)C1
    -5% | -11 | -5% | 10% | -10% | -23% | -4% | 1% | -17%
- O=C(NCc1cccc(F)c1)C1CCC(=O)N(C2CC2)C1 (stereo not given)
    ? | -4 | -2% | -2% | -16% | -19% | 4% | 24% | -1%
- COC(=O)CN1CCN(C(c2ccccc2)c2ccccc2)CC1
    -5% | 1 | -4% | 2% | -24% | -4% | -3% | 10% | 2%
- Nc1nc2c(nc(Br)n2C2CC(O)C(CO)O2)c(=O)[nH]1 (stereo not given)
    . | . | 1% | . | -1%[60.1 µM] | . | -4% | 1% | 1%
- Cc1cccc(N(CC(=O)NC2CCCC2)C(=O)CS(=O)CC(=O)Nc2ccc3c(c2)OCO3)c1 (stereo not given)
    2% | -4 | -1% | 9% | 0% | -3% | -4% | 2% | -13%
- CC1CCCN(C(=O)COC(=O)c2ccc[nH]c2=O)C1 (stereo not given)
    2% | 5 | 1% | 3% | 2% | -15% | -1% | 2% | -7%
- CCOCCCNC(=O)c1ccc2c(=O)n(CCc3ccccc3)c(=O)[nH]c2c1
    8% | -1 | -2% | -9% | -9% | -21% | 1% | . | -3%
- Cc1ccc(S(=O)(=O)Nc2ccc(-c3ccc(N4CCCCCC4)nn3)cc2)cc1C
    -15% | -13 | -4% | 8% | -14%[60.1 µM] | -3% | -2% | . | 86%[activator]
- COC(=O)c1cccc(C23CC4(C2)[C@H](CN(Cc2cccnc2)[C@@H]4c2ccccc2)C3c2ccc(C(F)(F)F)cc2)c1 (stereo not given in full)
    19% | -10 | -8%&0% | -5% | -8% | -8% | -2% | -2%&2% | -15%&-4%
- COc1ccc(C2c3c(oc4ccccc4c3=O)C(=O)N2c2ccc(C)cn2)cc1OC (stereo not given)
    37%[activator] | -1 | -1% | -15% | 14% | -11% | -5% | 5% | -2%
- COc1ccc2c(c1)O[C@H]1c3ccc(O)cc3OC[C@@H]21
    -17% | -3 | . | . | 6% | -4% | 2% | . | .
- O=C(/C(=N/N=C/c1ccc(O)c(O)c1O)c1ccccc1)c1ccccc1
    18µM* | 34 | ? | 3.5µM* | -32% | ? | -3% | 5% | ?
- Cc1ccccc1CC(=O)N1CC(C)OC(C)C1 (stereo not given)
    8% | -9 | -4% | 8% | -5% | -1% | -1% | 21% | -5%
- O=C1C(Cl)=C(NCCc2ccccc2)C(=O)N1CCc1ccccc1
    6% | -5 | -8% | -2% | -1% | 5% | -1% | 4% | -7%
- CC1Cc2ccccc2N1C(=O)CSc1nnc(-c2ccc(S(=O)(=O)N3CCCCC3)cc2)o1 (stereo not given)
    . | . | -1% | 57% | . | . | . | 2% | -13%
- O=[N+]([O-])c1ccccc1SN(Cc1ccccc1)c1ccccn1
    -23% | -1 | -5% | 66% | -9%[60.1 µM] | -3% | -2% | 0% | -21%
- O=C(Nc1nc(-c2cccs2)c(-c2cccs2)s1)C1(c2ccccc2)CC1
    18% | -10 | -3% | 1% | -5% | -2% | -4% | 13% | 59%[activator]
- CCn1c(=O)c2cc(C(=O)N(CCN(C)C)Cc3ccccc3)sc2c2ccccc21
    ? | 14 | 40%[activator] | ? | -30% | -14% | -5% | . | -10%

2 entries from above, as comma-separated lines.
canonical_smiles,POLI inh,LDHA inh,BLM inh,Pol beta inh,POLK inh,Pol eta inh,GRP78 ERSR act,APEX1 inh,Apoferritin bind
CCOCCCNC(=O)c1ccc2c(=O)n(CCc3ccccc3)c(=O)[nH]c2c1,8%,-1,-2%,-9%,-9%,-21%,1%,.,-3%
Cc1ccc(S(=O)(=O)Nc2ccc(-c3ccc(N4CCCCCC4)nn3)cc2)cc1C,-15%,-13,-4%,8%,-14%[60.1 µM],-3%,-2%,.,86%[activator]

The list is partial; the hit share may differ from the screen's.
